TbHK1 inh: blocks Trypanosoma brucei hexokinase 1 activity. recombinant TbHK1, G6PDH-coupled NADH A340. inhibition, % at 10 µM. actives 0.11% (n = 220,000);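 active means inhibition of 50% or more in the single-dose primary screen; inactive means inhibition below 50%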
14-3-3 Bad PPI: disrupts binding of bovine 14-3-3 zeta to phospho-Bad peptide | actives 0.71% (n = 220,000) | TR-FRET 14-3-3zeta/Dy647-pBad peptide displacement, 1 h | inhibition, % at 21.7 µM | P63103 | AID 781;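 active means inhibition above about 70%, limit read from the data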;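 further: 0% = full 14-3-3 plus peptide FRET controls and 100% = background without 14-3-3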
Target sequence (P63103 whole entry, looked up): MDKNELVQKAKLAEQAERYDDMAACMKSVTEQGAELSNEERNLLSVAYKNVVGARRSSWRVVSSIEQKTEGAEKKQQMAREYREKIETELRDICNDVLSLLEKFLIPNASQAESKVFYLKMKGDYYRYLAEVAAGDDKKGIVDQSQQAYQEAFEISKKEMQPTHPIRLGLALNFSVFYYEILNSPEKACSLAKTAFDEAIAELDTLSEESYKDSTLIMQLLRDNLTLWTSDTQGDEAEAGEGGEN
m-calpain inh: blocks pig calpain II enzyme activity | purified calpain II, fluorogenic peptide substrate, 30 min | inhibition, % at 16 µM | actives 0.37% (n = 220,000);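 active means inhibition above about 50%, limit read from the data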
EP2 modulator: EP2 receptor (human) modulation. P43116. EP2-expressing cells, cAMP HTRF FRET, PGE2 co-stimulation. induction, % at 25 µM. actives 0.83% (n = 260,000). AID 940;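 active means compounds whose cAMP rise, as percent of the full-agonist control response, exceeds 60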;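 further: rat C6 glioma line stably carrying human EP2 under a CMV promoter; the protocol text gives 20 µM as final concentration; 100% = response of wells given 1 µM PGE2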
Target sequence (P43116 whole entry, looked up): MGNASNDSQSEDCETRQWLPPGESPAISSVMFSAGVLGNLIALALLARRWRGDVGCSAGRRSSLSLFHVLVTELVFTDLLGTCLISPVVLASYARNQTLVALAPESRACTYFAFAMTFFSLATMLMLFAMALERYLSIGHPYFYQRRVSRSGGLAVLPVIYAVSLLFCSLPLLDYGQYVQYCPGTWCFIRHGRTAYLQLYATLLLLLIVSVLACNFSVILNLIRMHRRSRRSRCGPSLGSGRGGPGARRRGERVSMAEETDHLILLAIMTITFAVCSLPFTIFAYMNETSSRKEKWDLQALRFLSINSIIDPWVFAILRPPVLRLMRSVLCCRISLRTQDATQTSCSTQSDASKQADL
eIF4E-4G inh: inhibitors of eIF4E and eIF4G interaction in translation initiation. P63073+Q04637. TR-FRET eIF4E-eIF4GI(517-606) binding, 2 h. inhibition, % at 21.7 µM. actives 0.37% (n = 220,000);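 active means inhibition above about 30%, limit read from the data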;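 further: 0% = full FRET control wells and 100% = background wells lacking eIF4GI fragment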
L929 necroptosis: L929 zVAD cell death inhibition | L929 zVAD necroptosis rescue, ATP luminescence, 24 h; with zVAD 60 µM | viability rescue, % at 10 µM | actives 0.38% (n = 220,000);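 active means activation, scaled between plate controls, above about 75%, limit read from the data; inactive means activation under that limit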;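 further: 0% = zVAD with DMSO and 100% = DMSO alone without zVAD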
Hck Nef HTS: blocks Nef-activated human Hck kinase; P08631; Recombinant Hck-YEEI plus Nef, Z-Lyte FRET kinase assay; inhibition, % at 20 µM; actives 0.68% (n = 220,000);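 active means Hck-Nef kinase inhibition above about 50%, limit read from the data; inactive means inhibition below that limit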;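 further: 0% = DMSO with Hck plus Nef and 100% = Hck alone without Nef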
Rad51 HR inh: Rad51 (human) homologous recombination inhibition. Q06609. hRad51 DNA strand exchange, fluorescence dequenching. inhibition, % at 10 µM. actives 0.085% (n = 200,000). AID 1385;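 active means inhibition above 40% at the single screening dose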;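 further: 0% = DMSO control wells and 100% = blanks with heterologous ssDNA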
Target sequence (Q06609 whole entry, looked up): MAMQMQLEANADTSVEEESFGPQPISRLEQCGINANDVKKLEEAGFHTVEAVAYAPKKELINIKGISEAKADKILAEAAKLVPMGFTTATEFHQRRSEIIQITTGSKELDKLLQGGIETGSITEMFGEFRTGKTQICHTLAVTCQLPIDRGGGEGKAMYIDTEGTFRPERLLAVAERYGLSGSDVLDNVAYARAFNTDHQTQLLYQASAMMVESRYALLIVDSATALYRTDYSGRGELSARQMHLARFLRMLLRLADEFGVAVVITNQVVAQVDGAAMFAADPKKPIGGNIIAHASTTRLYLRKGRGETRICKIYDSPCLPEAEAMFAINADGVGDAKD
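Test system: preformed human Rad51 ssDNA filaments; also added: Donor/quencher-labelled 47-bp dsDNA substrate; doses: 10 µM final, single point; times: 37 °C 15-min filament assembly, 30-min compound preincubation, 15-min exchange; detection: FRET fluorescence dequenching, excitation 485 nm, emission 520 nm; read-out basis: Fluorescence-based percent inhibition, control- and blank-normalised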
EP2 antag: EP2 receptor (human) inhibition | P43116 | C6 glioma cells expressing human EP2, cAMP TR-FRET; cells stimulated with saturating PGE2 | inhibition, % at 25 µM | actives 0.52% (n = 260,000);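 active means percent inhibition above 40 after rounding to a whole number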;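 further: rat C6 glioma host cells with rolipram phosphodiesterase inhibitor present; the protocol text gives 20 µM as final concentration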
* = called active by the depositor; · = not tested or not shown; & = joins results of further samples; [ ] = remark or other dose. A portion of the library, so the mix of outcomes need not match the whole.

Under each structure: eIF4E-4G inh	Hck Nef HTS	EP2 modulator	Rad51 HR inh	TbHK1 inh	m-calpain inh	EP2 antag	L929 necroptosis	14-3-3 Bad PPI
O=C(NC1CC1)c1ccc2c3c(cccc13)CC2
  -2	2	-23	·	18	-4	8	1.4	-10
CCCCNC(=O)CS(=O)Cc1nc(-c2cccc(C)c2)oc1C (stereo not drawn)
  -2	3	1	-1	-4	-30	10	0.3	0
COc1ccc(-c2noc(CN(Cc3nccn3C)C(C)C)n2)cc1
  -6	6	-13	-8	-3	17	6	-0.7	0
CCCC(C)NC(=O)CSc1nc(-c2ccccc2)cn1N (stereo not drawn)
  -2	16	-38	-12	-2	-1	2	0.3	-3
Cc1ccc2sc(C)[n+](CCCS(=O)(=O)[O-])c2c1
  4	-3	-21&28	-8	-4	-24	8&4	1.6	-13
Cc1c(NC(=S)NCc2ccc(F)cc2)cccc1[N+](=O)[O-]
  3	1	-6	6	-5	23	7	-0.2	0
Nc1cc(=O)[nH]c(SCC(=O)NCC2CCCO2)n1 (stereo not drawn)
  -5	1	17&16	-3	2	16	11&6	-0.2	0
COc1ccc(C2SCC(=O)N2c2c(C)n(C)n(-c3ccccc3)c2=O)c(OC)c1 (stereo not drawn)
  -5	6	34	0	7	-10	10	0.5	18
Cc1ccc2[nH]c(-c3ccccc3)c(CN3CCN(C)CC3)c(=O)c2c1
  8	-2	-25	-2	-23	-7	17	1.0	-6
c1ccc(N2CCN(c3cnccn3)CC2)nc1
  4	2	-2	4	-15	-16	2	0.2	-8
C=CCn1c(SCCC#N)nnc1-c1ccncc1
  0[fluorescence artefact?]	-19	21	-6	1	-18	6	-0.6	5[fluorescence artefact?]
Cc1noc(C)c1S(=O)(=O)N1CCC(C(=O)NCCCN2CC(C)CC(C)C2)CC1 (stereo not drawn)
  0	22	-6	-15	-3	-30	4	1.5	-10
Nc1c(C(=O)N2CCOCC2)sc2nc3c(cc12)CCC3
  3	25	-15	1	0	-31	9	11	2
CCC(C)NC(=O)COC(=O)c1cc([N+](=O)[O-])ccc1Sc1nc(C)cs1 (stereo not drawn)
  15[fluorescence artefact?]	11	-27	·	-32	18	·	1.0	-4[fluorescence artefact?]
Cc1ccc([N+](=O)[O-])cc1NC(=O)C(C)NS(=O)(=O)c1ccc(F)cc1 (stereo not drawn)
  2	5	1	8	-4	-18	7	1.0	-2
CC(C)CNC(=O)c1cccc(C(=O)NCC(C)C)c1
  5[fluorescence artefact?]	8	0	-1	-1	-22	10	-0.1	8[fluorescence artefact?]
CC(C)NC(=O)c1ccccc1-c1ccccc1
  -1[fluorescence artefact?]	1	14	1	-6	9	8	-0.7	3[fluorescence artefact?]
C/C(=N\Nc1ccc(C(F)(F)F)cn1)c1ccncc1
  -1	24	-4	9	-42	7	3	13	-6
Cc1n[nH]c(C)c1CCC(=O)N/N=C/C=C/c1ccccc1
  6	5	-72	11	-8	13	9	1.6	-6
S=C(NCc1ccccn1)Nc1ccc(Cl)cc1
  1	-1	-7	-6	3	-7	0	1.0	5

Reprinted from the entries so far, two compounds:
Under each structure: eIF4E-4G inh	Hck Nef HTS	EP2 modulator	Rad51 HR inh	TbHK1 inh	m-calpain inh	EP2 antag	L929 necroptosis	14-3-3 Bad PPI
O=C(NC1CC1)c1ccc2c3c(cccc13)CC2
  -2	2	-23	·	18	-4	8	1.4	-10
CCCCNC(=O)CS(=O)Cc1nc(-c2cccc(C)c2)oc1C (stereo not drawn)
  -2	3	1	-1	-4	-30	10	0.3	0

Three of the entries above in order of the m-calpain inh value, highest first.
| Molecule | m-calpain inh |
| --- | --- |
| CCC(C)NC(=O)COC(=O)c1cc([N+](=O)[O-])ccc1Sc1nc(C)cs1 (stereo not drawn) | 18 |
| S=C(NCc1ccccn1)Nc1ccc(Cl)cc1 | -7 |
| CC(C)CNC(=O)c1cccc(C(=O)NCC(C)C)c1 | -22 |

The main list resumes with the four entries that preceded the break.
Under each structure: eIF4E-4G inh	Hck Nef HTS	EP2 modulator	Rad51 HR inh	TbHK1 inh	m-calpain inh	EP2 antag	L929 necroptosis	14-3-3 Bad PPI
CC(C)NC(=O)c1ccccc1-c1ccccc1
  -1[fluorescence artefact?]	1	14	1	-6	9	8	-0.7	3[fluorescence artefact?]
C/C(=N\Nc1ccc(C(F)(F)F)cn1)c1ccncc1
  -1	24	-4	9	-42	7	3	13	-6
Cc1n[nH]c(C)c1CCC(=O)N/N=C/C=C/c1ccccc1
  6	5	-72	11	-8	13	9	1.6	-6
S=C(NCc1ccccn1)Nc1ccc(Cl)cc1
  1	-1	-7	-6	3	-7	0	1.0	5
CN1CCN(C(=O)c2cc(COc3c(F)cccc3F)on2)CC1c1ccccc1 (stereo not drawn)
  -1	24	-11	13	-5	-24	9	2.4	-10
Cc1cccc(/C(N)=N/OC(=O)c2ccco2)c1
  -3	-19	11	2	4	10	-2	1.4	-4
COc1ccccc1Oc1c(C)oc2c(CN3CCN(CCO)CC3)c(O)ccc2c1=O
  -2	0	-3	-46	-17	-361	·	0.0	-11
Cc1nc([N+](=O)[O-])nn1C12CC3CC(CC(Cl)(C3)C1)C2
  1	0	2	7	-1	10	3	1.3	-3
Clc1ccc(Nc2ccc(Cl)nn2)cc1
  -4	6	-42	-6	-8	-10	4	0.9	-3
O=S(=O)(NC1CCCCC1N1CCOCC1)c1ccc(Cl)cc1 (stereo not drawn)
  2	22	-19	0	0	-21	4	-1.5	-9
CC(=O)c1cc(-c2ccccc2)n(CCC(=O)NC2CCCCCC2)c1C
  -1	3	-20	3	-6	18	7	0.7	-20[fluorescence artefact?]
O=C(N1CCOCC1)N1CCC(NC(=O)C23CC4CC(CC(C4)C2)C3)CC1
  4	1	30	-4	-5	-16	3	0.1	-9[fluorescence artefact?]
COc1ccc(C2/C=C\CN(CC(C)(C)C)CC(=O)N2Cc2ccc(F)cc2)cc1 (stereo not drawn)
  -2	24	20	6	-7	-2	9	0.3	-3
O=C(NNc1cc(Cl)cc(Cl)c1)c1cccs1
  0	-12	-37	18	7	15	9	1.1	-13
O=C(Nc1ccc2c(c1)CCC2)c1cnccn1
  -3	-1	-6	·	-4	-20	12	0.0	15
O=C(Nn1cnnc1)c1ccncc1
  2[fluorescence artefact?]	1	-11	1	-4	-14	11	1.6	4
COC(=O)c1cc(=O)n(Cc2ccco2)c(=Nc2ccc(F)c(Cl)c2)s1
  5	1	21	0	-5	1	10	-0.8	4[fluorescence artefact?]
Fc1ccc(Nc2nc(NCc3ccco3)c3ccccc3n2)cc1
  1	-10	-52	·	-11	-28	21	1.6	5
CCOC(=O)C1CCN(Cc2cc(C(C)(C)C)c(O)c(C(C)(C)C)c2)CC1
  -1	19	17	-5	6	14	8	-0.9	-5
Cc1ccccc1-n1c(-c2ccncc2)n[nH]c1=S
  -1	·	19	8	·	28	4	·	-2
CCC(C)(C)n1nnnc1C(c1ccccc1F)N1CCC(C(N)=O)CC1 (stereo not drawn)
  -17	0	11	-4	6	3	12	0.0	-16[fluorescence artefact?]
COC(=O)Nc1ccc(OC)c(OC)c1
  5[fluorescence artefact?]	8	4	2	2	-29	3	0.4	1
Cc1nc([N+](=O)[O-])c(C(=O)OCc2ccccc2F)n1C
  6	19	-13	11	-6	6	9	0.0	-4
O=C(NCCCc1ccccc1)c1ccc(Br)o1
  -3	10	-4	1	35	14	7	-1.1	-4

Three entries from above, set out differently.
SMILES,eIF4E-4G inh,Hck Nef HTS,EP2 modulator,Rad51 HR inh,TbHK1 inh,m-calpain inh,EP2 antag,L929 necroptosis,14-3-3 Bad PPI
O=C(Nn1cnnc1)c1ccncc1,2[fluorescence artefact?],1,-11,1,-4,-14,11,1.6,4
COC(=O)c1cc(=O)n(Cc2ccco2)c(=Nc2ccc(F)c(Cl)c2)s1,5,1,21,0,-5,1,10,-0.8,4[fluorescence artefact?]
Fc1ccc(Nc2nc(NCc3ccco3)c3ccccc3n2)cc1,1,-10,-52,·,-11,-28,21,1.6,5

Carrying on.
Under each structure: eIF4E-4G inh	Hck Nef HTS	EP2 modulator	Rad51 HR inh	TbHK1 inh	m-calpain inh	EP2 antag	L929 necroptosis	14-3-3 Bad PPI
O=S1(=O)N=C2CCCCCN2C(c2ccc(Br)cc2)N1 (stereo not drawn)
  2	0	16	-4	-1	4	6	1.4	-12
Cc1cc(C)n(C/C=C/Cn2nc(C)cc2C)n1
  5	3	7	2	5	28	8	-0.9	-20
Cc1cc(NC2CCCCC2)nc2ccccc12
  7	14	-24	-7	-2	-1	4	-0.9	16
CCOC(=O)c1c(NC(=S)Nc2ccccc2)sc2c1CC(C)(C)SC2
  -5	2	-1	·	-17	-18	5	0.5	-18
Cc1ccc(-n2c3c(c(O)c(-c4ccccc4)c2=O)C(=O)CC(C)(C)C3)cc1
  21	7	21	19	-1	3	0	-0.2	8
Cc1ccc(S(=O)(=O)N(C)CCCC(=O)Nc2ccc(C)cc2C)cc1
  4	0	-1	·	22	2	8	0.9	-21
CCOC(=O)N1CCN(CC(=O)Nc2cc3c(cc2C(C)=O)OCO3)CC1
  2	0	-1	-4	-1	-56	8	1.8	6
CCOC(=O)c1nc(N)c(C(=O)OCC)[nH]1
  16	-1	30	6	-9	-446	19	-0.1	-14
CC(=O)Oc1ccc2c(=O)c(Oc3ccccc3[N+](=O)[O-])coc2c1
  -3	3	30	13	-21	-15	11	-0.3	9
O=C(O)Cn1nc(-c2ccccc2)c2ccccc2c1=O
  1	6	15	-1	-3	-23	5	0.3	21[fluorescence artefact?]
O=C(NCc1ccc2c(c1)OCO2)c1ccc(=O)[nH]c1
  1[fluorescence artefact?]	2	18	0	-3	-9	15	-0.2	9
CCCCCC(=O)Nc1ccc(C(=O)N/N=C/c2ccc([N+](=O)[O-])cc2)cc1
  2[fluorescence artefact?]	6	-21	·	9	1	11	1.7	-13[fluorescence artefact?]
Cc1ccc(/C=N/NC(=O)c2nn(C)cc2Cl)cc1
  14[fluorescence artefact?]	5	5	-4	-4	7	2	1.1	6[fluorescence artefact?]
O=C(CSc1nnc(-c2ccco2)n1-c1ccccc1)N1CCOCC1
  -1[fluorescence artefact?]	0	19&-117	4	-3	-9	7&24	0.2	-5
CCNC(=S)N=Nc1c(O)[nH]c2ccc([N+](=O)[O-])cc12
  2	-19	0	8	-10	29	4	-0.6	-13
Cc1cc(C)n(CC(O)CN(c2ccccc2)S(=O)(=O)c2ccc3ccccc3c2)n1 (stereo not drawn)
  8	4	-1	2	5	-1	1	1.2	7
COc1cccc(N(CC(=O)N/N=C(\C)c2cccs2)S(C)(=O)=O)c1
  1	3	13	-1	34	14	5	0.2	-16
O=S(=O)(c1ccc2ccccc2c1)N1CCN(C(=S)Nc2ccc(F)cc2)CC1
  20	9	-48	7	-2	-15	8	0.7	-10

Assay outcomes deposited in PubChem by several laboratories.
